Screening data: PubChem, Sanford-Burnham Center for Chemical Genomics
UPR XBP1 act: activators of adaptive arm of unfolded protein response (XBP1). CHO-XBP1 luciferase reporter, IRE1-XBP1 UPR activation, luminescence; percent of tunicamycin response, DMSO as zero. activation, % at 20 µM. hit rate 0.33% among 330,000. AID 463104;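 active = versus positive control, 20 µM dose yields 30% or more activation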;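 note: 100% = tunicamycin at 10 µg/mL and 0% = DMSO only wells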
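Signal: luciferase luminescence; Assay system: CHO-XBP1 luciferase reporter cells; Amount: one thousand reporter cells per well; Dosing: 20 µM single concentration, DMSO 1%; Benchmarks: high control tunicamycin 10 µg/mL final, low control DMSO vehicle only; Schedule: 6 h compound exposure at 37 °C, 5% CO2; Evaluation: percent activation relative to tunicamycin reference.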
APJ ag: APJ receptor agonism; AID 2520; activation, % at 20 µM; P35414; hit rate 0.11% among 330,000; CHO-K1 APJ PathHunter beta-arrestin, luminescence; 0% DMSO wells, 100% apelin;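 active = activation more than six SD over the plate average, tested at 20 µM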;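 note: 0% = DMSO alone and 100% = apelin-13 at 10 nM; some results filed as inactive read as strong as hits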
Target sequence (P35414 whole entry, looked up): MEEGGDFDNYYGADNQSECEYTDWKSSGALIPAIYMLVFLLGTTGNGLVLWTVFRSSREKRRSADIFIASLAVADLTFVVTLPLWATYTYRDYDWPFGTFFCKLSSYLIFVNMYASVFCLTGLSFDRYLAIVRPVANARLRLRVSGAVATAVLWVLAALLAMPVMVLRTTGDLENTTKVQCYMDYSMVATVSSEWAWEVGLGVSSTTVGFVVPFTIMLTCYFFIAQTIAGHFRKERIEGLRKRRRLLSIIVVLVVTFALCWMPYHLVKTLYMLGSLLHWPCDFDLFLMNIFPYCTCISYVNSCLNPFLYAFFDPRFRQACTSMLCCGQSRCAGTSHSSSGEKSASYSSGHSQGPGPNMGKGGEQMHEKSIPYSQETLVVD
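Test system: CHO-K1 APJ beta-arrestin complementation cell line. Amount: cell density 1000 per well. Controls: DMSO negative, 10 nM Apelin-13 positive. Signal: luminescent beta-gal fragment complementation, chemiluminescent substrate. Read-out basis: agonist-driven arrestin binding to APJ. Timing: compound stimulation 90 min at 25 °C, detection 60 min.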
Mdm2-MdmX inh: human Mdm2/MdmX binding inhibition; SaOS-2 split-luciferase Mdm2/MdmX complementation, luminescence; hit rate 3% among 330,000; inhibition, % at 8 µM; O15151+Q00987; AID 485346;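 active = inhibition of at least 50% at 8 µM in the primary screen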
UPR CHOP act: activators of apoptotic arm of unfolded protein response (CHOP); CHO-CHOP luciferase reporter, UPR activation, luminescence; percent of tunicamycin response over DMSO baseline; activation, % at 10 µM; hit rate 0.34% among 330,000;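 active = at 10 µM dose, activation of 40% or more, normalized to positive control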;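 note: 100% = tunicamycin at 10 µg/mL and 0% = DMSO alone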
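Test system: CHO-CHOP cells, stable luciferase reporter of PERK-eIF2a-CHOP signalling | Quantity: 500 CHO-CHOP cells per well | Buffer or medium: F12 plus 10% serum | Compound dosing: 10 µM single point, 0.5% DMSO | Schedule: 6 h compound treatment, 37 °C | Signal: Luciferase luminescence | Control set: Tunicamycin high control, DMSO low control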
NALP3 yeast inh: NALP3 inhibition in yeast | Yeast reconstituted NLRP3/ASC/caspase-1, beta-gal luminescence, 24 h | inhibition, % at 10 µM | hit rate 0.39% among 330,000;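 active = inhibition of 50% or more; inactive = inhibition below 50%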;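 note: plate controls were induced DMSO wells for no effect and uninduced yeast grown without galactose for full effect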
NR3A LBD binder: NR3A (human) ligand-binding domain modulation; NR3A LBD differential scanning fluorimetry, Tm shift; 0% = protein alone, 100% = glycine-bound protein; Tm shift relative to glycine control, % at 25 µM; hit rate 2.5% among 340,000; AID 1259313;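 active = melting temperature shift of at least 10% of the positive control shift, at one fixed dose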
TIM10 inh: TIM10 yeast growth inhibition. S. cerevisiae TIM10 strain growth, BacTiter-Glo luminescence, 24 h. inhibition, % at 10 µM. hit rate 1.4% among 330,000;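 active = inhibition of 40% or more at the single tested concentration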;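 note: wild-type TIM10 isogenic control strain grown at permissive 25 °C; 0% = DMSO yeast wells and 100% = minimal medium wells without yeast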
tim10-1 inh: inhibits growth of tim10-1 mutant yeast | S. cerevisiae tim10-1 ts strain growth, BacTiter-Glo, 24 h | inhibition, % at 20 µM | hit rate 2.2% among 330,000;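 active = inhibition of at least 40%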;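 note: mutant grown at 25 °C; 0% = DMSO wells with yeast and 100% = wells holding no yeast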
tim23-1 inh: tim23-1 yeast growth inhibition; S. cerevisiae tim23-1 growth, BacTiter-Glo luminescence, 24 h; inhibition, % at 20 µM; hit rate 1.3% among 330,000; AID 463212;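 active = growth inhibition of the mutant yeast at or above 50%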;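 note: temperature-sensitive mutant grown at 25 °C; plate controls were DMSO-treated mutant yeast for no effect and medium wells lacking yeast for full effect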
Numbers without * were called inactive.

SMILES	UPR XBP1 act	APJ ag	Mdm2-MdmX inh	UPR CHOP act	NALP3 yeast inh	NR3A LBD binder	TIM10 inh	tim10-1 inh	tim23-1 inh
O=C(OCCOc1cccc(Cl)c1)c1ccc(F)c(S(=O)(=O)N2CCOCC2)c1	-3	-1	8	-2.9	8	0	4	34	22
CCOc1ccc2ccccc2c1/C=N/NC(=O)c1ccncc1	0	-1	26	-1.1	37	2	14	6	34
Cc1nnc(N(C)C(=O)Cc2ccc3c(c2)OCO3)s1	-1	-6	5	-1.0	17	-3	1	9	2
COC(=O)c1cc2c(cc1NC(=O)CSCCc1ccccn1)OCO2	-1	-3	-7	1.2	5	2	17	16	22
CCN(CC)C(=O)c1c(C)nc2ccccn12	-2	2	-1	0.8	5	1	1	6	13
Cc1ccc2c(c1)sc1nc(=O)n(-c3ccc(Cl)cc3)c(=O)n12	9	-4	-30	3.4	7	1	-6	9	-10
OCCC1CN(Cc2ccccc2O)CCN1CCc1ccccc1 (stereo not given)	2	-4	2	-0.9	17	0	5	1	-4
Cc1ccc(NS(=O)(=O)c2cc(C(=O)NCc3ccccn3)ccc2Cl)cc1C	-6	-2	-14	-2.1	7	2	10	21	14
COc1ccc(-c2nc(-c3cccc(C)c3)[nH]c(=O)c2C#N)cc1	-1	-5	14	-1.7	13	4	-13	10	15
O=c1c2ccccc2n(Cc2ccc(Cl)cc2)c(=O)n1Cc1ccco1	-3	-3	25	0.3	-7	-23	2	17	15
COc1cccc(-n2cc(C(=O)O)c3ccccc3c2=O)c1	-2	5	22	-0.2	7	-2	-2	-13	-9
CCOC(=O)c1c(NC(=O)CSc2ncnc3[nH]ncc23)sc2c1CCC(C)C2 (stereo not given)	1	-3	22	-1.0	11	0	9	-34	3
Cc1ccc(SCC(=O)NC(C)c2ccccc2)cc1 (stereo not given)	0	-2	9	0.6	12	0	6	12	10
Cc1ccc(Nc2nc(N)nc(CSCCO)n2)cc1	0	-6	-23	3.0	10	-1	-4	19	4
Brc1nnc2n1-c1ccccc1Sc1ccccc1-2	0	-3	14	0.0	-57	-1	-4	21	18
O=C(CSc1ncnc2c1cnn2-c1ccc(Cl)cc1)NCc1ccc2c(c1)OCO2	0	-3	16	2.8	7	-4	-22	18	-19
CCCCNC(=S)NNC(=O)c1ccc2c(c1)OCO2	0	0	-7	1.7	-1	-11	-25	22	1
Cc1ccc2c(c1)C1C[N+](C)(CC(=O)c3ccccc3)CCC1N2C(=O)c1ccccc1Cl (stereo not given)	1	-1	-17	1.4	-5	-1	8	-4	-5
CC(NC(=O)c1c(O)c2ccccc2[nH]c1=O)c1ccccc1 (stereo not given)	-1	1	16	1.6	36	-1	-18	-50	14
Nc1nonc1C(=O)N1CCCCC1	1	-4	11	0.0	13	-2	6	2	0
Cc1ccc(-c2csc(N/N=C/c3ccco3)n2)cc1	3	5	-113	4.6	9	-1	14	11	38
COC(=O)c1cccc(-c2ccc(/C=N/N3C(=O)C4C5C=CC(C6CC56)C4C3=O)o2)c1 (stereo not given)	-2	6	6	1.4	13	0	13	16	21
O=c1c2ccccc2nnn1CSc1nc2ccccc2[nH]1	1	0	-82	3.4	20	-1	15	5	10
CCOC(=O)c1cc(NC(=O)N(C)C2CCCCC2)c(C)nc1C	2	-3	10	-0.3	-5	2	-5	8	12
CSc1c(-c2ccccc2)nc2ccc(Cl)cc2c1C(=O)O	-2	7	7	-0.9	4	0	4	13	21
Following part:
SMILES	UPR XBP1 act	APJ ag	Mdm2-MdmX inh	UPR CHOP act	NALP3 yeast inh	NR3A LBD binder	TIM10 inh	tim10-1 inh	tim23-1 inh
Cc1ccc(S(=O)(=O)N(C)CC(=O)NNC(=O)Cc2cccc(F)c2)cc1	-3	1	-3	-0.2	15	1	13	-12	14
COc1cc(/C=N/Nc2ccc(F)cc2F)cc(OC)c1OC	0	2	27	2.9	12	2	-52	-29	15
Cc1c(NC(=O)COC(=O)C2(c3ccc(F)cc3)CCCC2)c(=O)n(-c2ccccc2)n1C	-2	-2	-19	0.5	8	4	12	10	12
CC(=O)c1cccc(N(C(=O)Cn2nnc3ccccc32)C(C(=O)NC2CCCCC2)c2cn(C)nc2C)c1 (stereo not given)	3	-5	13	-1.4	23	2	-12	6	7
Cc1ccc2[nH]c(-c3ccccc3)c(CN3CCN(C)CC3)c(=O)c2c1	-1	-3	3	0.9	5	2	5	-8	-3
CSC[C@H](NC(=O)Cc1c(C)c2cc3c(C)c(C)oc3cc2oc1=O)C(=O)N[C@@H](Cc1ccccc1)C(=O)O	-2	0	7	2.4	-3	-2	11	20	5
CN(C)c1ccc(O)c2c1CC1CC3[C@@H](N(C)C)C(=O)C(C(N)=O)=C(O)[C@]3(O)C(=O)C1=C2O (stereo not given in full)	-3	3	-21	4.0	20	-1	5	13	4
O=C(CCS(=O)(=O)c1ccc(Cl)cc1)Nc1nnc(-c2cccs2)o1	0	5	34	1.1	16	-6	1	9	10
CC(=O)Nc1ccc(S(=O)(=O)Nc2cc(S(=O)(=O)N3CCCCC3)ccc2O)cc1	-1	4	6	-0.4	10	-1	-6	-19	-3
CCC(=O)N1CCN(c2nnc(-c3ccccc3)c3ccccc23)CC1	-2	-1	-7	0.3	-3	-1	-6	-8	-22
CC(C)NC(=O)Nc1n[nH]c(Nc2ccc(Cl)cc2)n1	5	1	17	1.1	13	4	5	-5	6
CC(C)(C)OC(=O)NCCCCc1cn(CC(=O)N2CCN(C(=O)OC(C)(C)C)CC2)nn1	3	7	-12	1.8	8	-2	10	-16	4
COc1ccc(CCn2c(=O)[nH]c3cc(C(=O)NCCCN4CCOCC4)ccc3c2=O)cc1OC	0	0	-5	0.1	1	1	2	-1	20
O=C(Cc1cccc2ccccc12)Nc1cccnc1	-3	0	-4	1.0	18	0	-5	0	5
O=C(CSc1nc2ncccc2[nH]1)NCc1ccccc1	2	0	-4	0.7	14	-9	-1	-13	0
COc1ccccc1NC(=O)c1csc2c1CCC(C)C2 (stereo not given)	1	-3	-7	1.7	29	2	11	6	12
O=C(NCc1ccc(F)cc1)C(=O)NCC1OCCCN1S(=O)(=O)c1cccs1 (stereo not given)	1	3	17	2.7	4	0	-8	1	3
Cc1nn(C(C)C)c(C)c1[C@@H]1C[C@H]2CN(Cc3cccc(Cl)c3)C(=O)[C@]23CCCN13	-3	-1	-22	-0.1	21	-3	10	7	30
COc1ccc(CCNC(=O)CN(c2cc(OC)ccc2OC)S(=O)(=O)c2ccccc2)cc1	-2	-2	8	0.4	3	2	15	21	27
Cc1ccc(NCC(=O)N/N=C/c2ccncc2)cc1	-4	-3	18	-1.4	6	1	1	-5	-6
O=C(COC(=O)CSc1ccc2ccccc2c1)Nc1ccccc1OC(F)F	-3	2	7	4.0	15	-5	-2	21	14
CC(C)C(=O)N1CCN(c2ccccc2NC(=O)c2ccco2)CC1	-1	-1	-21	-0.2	-5	-1	-2	24	22
OC1(c2ccccn2)COc2ccccc2O1 (stereo not given)	-3	-1	17	-0.1	-10	1	6	18	8
COc1cccc(C(=O)NC2CC3CCCC(C2)N3CC(=O)Nc2ccccc2)c1 (stereo not given)	1	0	-29	-0.2	-6	0	-30	2	11
CS(=O)(=O)N1CCCC(C(=O)Nc2ccc3c(c2)OCCO3)C1 (stereo not given)	0	-2	0	0.4	23	1	-10	-10	10
Going on with the list:
SMILES	UPR XBP1 act	APJ ag	Mdm2-MdmX inh	UPR CHOP act	NALP3 yeast inh	NR3A LBD binder	TIM10 inh	tim10-1 inh	tim23-1 inh
O=C(COC(=O)c1cccnc1Cl)NCC1CCCO1 (stereo not given)	-1	3	-26	1.2	-1	0	-7	3	12
Cc1cccc(Cn2c(C)nc3c(N)c(C)c(C)cc32)c1	1	-3	20	-0.9	21	-2	27	33	16
CC(=O)C12CCCCC1CC1[C@@H]3CC(C)C4=CC(=O)CC[C@]4(C)C3CC[C@@]12C (stereo not given in full)	2	-1	56*	1.4	5	22*	28	5	9
CC(C)CC1NC(=O)N(CC(=O)Nc2ccc(OC(F)F)cc2)C1=O (stereo not given)	-1	-3	7	-0.7	16	27*	0	7	-10
Cc1cc2c(c(=O)n1Cc1ccco1)C(c1ccccc1)C(C#N)=C(N)O2 (stereo not given)	0	-6	10	-0.1	4	-1	3	11	2
Cc1ccc(OCC(=O)Oc2ccc(C(C)C)cc2)cc1	-6	-3	3	0.9	23	0	5	-12	6
CC(C)CCN(C(=O)c1ccccn1)c1c(N)n(Cc2ccccc2)c(=O)[nH]c1=O	-3	-5	21	-0.1	13	-2	-6	0	0
COCCCn1c(SCC(=O)Nc2sc3c(c2C#N)CCCC3)nnc1-c1ccncc1	-1	-2	3	1.8	-4	-3	11	8	0
COc1ccccc1Cn1c(C)nc2ccccc21	-1	-2	9	0.8	-11	2	8	0	-6
Cc1nnc2n(C)c(=O)c3c4c(sc3n12)COC(C)(C)C4	-2	-1	26	-0.8	-10	-1	-11	-9	3
COC(=O)c1cccc(NC(=O)c2ccc3c(c2)C(=O)N(C(C)(C)C)C3=O)c1	0	4	26	0.9	25	-3	-1	-4	5
COC(=O)N1CCN(c2ccc(OC)cc2)CC1	-1	-5	12	-1.6	16	0	7	8	-14
COc1ccc(CC(CC(=O)O)C(=O)Nc2ccccc2)cc1 (stereo not given)	-1	5	-6	-2.5	22	-2	-2	0	12
Cc1nn2c3ccccc3n(CC(=O)c3cccs3)c2nc1=O	-3	-5	4	0.8	7	-1	-7	-4	2
NC(=O)c1cc(-c2csc(NCCc3ccccc3)n2)ccc1O	-4	-3	-2	2.8	26	10*	6	-4	-1
O=C(Nc1ccc(F)c(Cl)c1)C1CC(=O)n2c(nc3ccccc32)N1 (stereo not given)	0	0	-5	-1.7	1	1	4	7	10
COc1ccc2c(c1)c1nnc(SCC(=O)Nc3ccccc3F)nc1n2C	5	-1	-3	1.6	24	0	-3	4	12
C=C1CCC(N(O)c2cc(C)on2)C(=C)CCC2C1CC2(C)C (stereo not given)	2	6	-8	2.4	41	-22	4	24	56*
O=C1c2ccccc2NC(c2cccs2)N1O (stereo not given)	-3	-5	-9	-0.9	19	1	-9	-13	-5
CCCCC(=O)Nc1ccc(C(=O)Nc2ccc(OC)cc2[N+](=O)[O-])cc1	-4	0	7	0.2	15	-7	4	-12	7
O=C(NCCS(=O)(=O)NCc1ccc(F)cc1)c1ccc2c(c1)OCO2	0	1	-2	2.3	19	1	6	12	14

Looked up one by one from the list above (4):
SMILES	UPR XBP1 act	APJ ag	Mdm2-MdmX inh	UPR CHOP act	NALP3 yeast inh	NR3A LBD binder	TIM10 inh	tim10-1 inh	tim23-1 inh
CC(C)CCN(C(=O)c1ccccn1)c1c(N)n(Cc2ccccc2)c(=O)[nH]c1=O	-3	-5	21	-0.1	13	-2	-6	0	0
COC(=O)c1cc2c(cc1NC(=O)CSCCc1ccccn1)OCO2	-1	-3	-7	1.2	5	2	17	16	22
CC(=O)C12CCCCC1CC1[C@@H]3CC(C)C4=CC(=O)CC[C@]4(C)C3CC[C@@]12C (stereo not given in full)	2	-1	56*	1.4	5	22*	28	5	9
Cc1nn(C(C)C)c(C)c1[C@@H]1C[C@H]2CN(Cc3cccc(Cl)c3)C(=O)[C@]23CCCN13	-3	-1	-22	-0.1	21	-3	10	7	30
